RTF Ca sens act: cardiac RTF calcium sensitization | P19429+P45379 | IANBD-labeled TnC RTF fluorescence at EC20 calcium; 0% EC20 calcium, 100% full calcium | hit rate 0.24% among 340,000 | activation, % at 7.2 µM;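 active = activation above the mean over all tested compounds plus 3 SD, cut at about 30% in these data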;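 note: rise in fluorescence read as greater calcium sensitivity of cardiac thin filaments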
Rtt109 HAT inh: C. albicans Rtt109 histone acetyltransferase inhibition; Q5AAJ8; inhibition, % at 34.9 µM; hit rate 0.16% among 330,000; purified Rtt109/Vps75, ThioGlo CoA-SH fluorescence, 4 h;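 active = inhibition of at least 50% in every replicate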
MITF act: increases MITF-driven TRPM1 promoter luciferase signal | SK-MEL-5 TRPM1-promoter luciferase, 24 h; % of positive control, neutral wells = 0 | activation, % at 12.5 µM | hit rate 0.75% among 300,000 | AID 588334;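 active = mean activation of at least 80% with every replicate also reaching 80%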;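 note: 0% = neutral control wells and 100% = parthenolide positive control wells; values of inactives mirror those of a sister screen read the other way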
PvdQ inh: P. aeruginosa PvdQ acylase inhibition | hit rate 0.063% among 340,000 | inhibition, % at 10 µM | purified PvdQ acylase, fluorescence plate reader | AID 488965; in the data active = inhibition above about 30%, passing the limit was not always enough;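 note: 0% = vehicle neutral wells and 100% = reference inhibitor wells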
Wnt bcat act: activates Wnt/beta-catenin signaling in a reporter cell assay; activation, % at 9.35 µM; AID 743398; activator, plate reader; hit rate 1.2% among 300,000; in the data active = activation above about 30%, passing the limit was not always enough;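 note: 0% = neutral control wells and 100% = positive control wells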
HTR5A ag ctr: counter-screen for OPRM1-OPRD1 agonists: human HTR5A agonism; P47898; hit rate 0.61% among 340,000; AID 504692; activation, % at 9.3 µM; HTR5A agonist assay, luminescence, cell-based; in the data active = activation mostly above about 9.5%, no sharp cut-off; inactive = mostly below about 7.6%;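 note: 0% = cells with vehicle only and 100% = reference agonist; strong numbers were not always called active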
CDK5 p35 inh: blocks human CDK5/p35 kinase activity; hit rate 0.01% among 330,000; Q00535+Q15078; Recombinant CDK5/p35, ADP-Glo luminescence, 60 min; AID 488839; inhibition, % at 10 µM;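 active = highest replicate inhibition of at least 50% and at least 75% of replicates reaching 50%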;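 note: plate controls were DMSO neutral control for no effect and GW8510 at 10 µM for full effect; many of its hits are not listed in these tables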
Target sequence (Q00535 whole entry, looked up): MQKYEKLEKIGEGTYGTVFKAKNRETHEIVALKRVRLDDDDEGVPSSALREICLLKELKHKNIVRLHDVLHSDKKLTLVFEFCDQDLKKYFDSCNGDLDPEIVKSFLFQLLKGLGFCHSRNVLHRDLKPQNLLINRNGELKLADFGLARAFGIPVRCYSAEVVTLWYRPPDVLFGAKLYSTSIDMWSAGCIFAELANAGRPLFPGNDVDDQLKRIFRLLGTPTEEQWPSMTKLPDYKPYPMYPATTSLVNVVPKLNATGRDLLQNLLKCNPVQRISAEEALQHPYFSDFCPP
Target sequence (Q15078 whole entry, looked up): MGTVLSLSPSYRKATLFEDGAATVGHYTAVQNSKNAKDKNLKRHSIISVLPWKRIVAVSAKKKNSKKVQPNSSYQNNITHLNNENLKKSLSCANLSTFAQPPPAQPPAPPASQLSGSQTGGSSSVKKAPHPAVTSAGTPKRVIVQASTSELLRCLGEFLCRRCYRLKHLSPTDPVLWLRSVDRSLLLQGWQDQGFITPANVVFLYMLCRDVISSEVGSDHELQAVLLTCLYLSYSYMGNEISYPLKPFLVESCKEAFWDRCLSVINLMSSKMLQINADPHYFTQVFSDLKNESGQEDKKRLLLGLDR
SR-BI HDL uptake: inhibitors of mouse SR-BI mediated HDL lipid uptake; inhibition, % at 12.5 µM; Q61009; hit rate 0.96% among 320,000; ldlA[mSR-BI] CHO cells, DiI-HDL uptake fluorescence, 3 h;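 active = mean replicate inhibition of at least 70% and a set share of replicates each scoring 70 or more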;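 note: 0% = median of neutral control wells and 100% = median of positive control wells; values of inactives mirror those of a sister screen read the other way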
dFosB activator: mouse delta FosB homodimer activation. P13346. purified delta FosB, TAMRA-CDK5 oligo fluorescence polarization; percent of positive-control signal above neutral wells. activation, % at 25 µM. hit rate 0.99% among 340,000. AID 493131;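 active = mean activation above about 17%, with every replicate also reaching it, limit read from the data, passing the limit was not always enough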;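 note: fluorescence polarization rise as delta FosB binds a TAMRA Cdk5 AP-1 oligo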
SR-BI uptake up: enhances SR-BI lipid uptake from DiI-HDL; hit rate 0.096% among 320,000; CHO ldlA[mSR-BI] cells, DiI-HDL uptake fluorescence, 3 h; 100 = double the neutral-control signal; activation, % at 12.5 µM;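 active = mean replicate activation of at least 60% and every replicate at or above 60%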;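 note: 0% = median plate neutral-control signal and 100% = twice that signal; values of inactives mirror those of a sister screen read the other way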
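Material: SR-BI-overexpressing, LDLR-lacking CHO cells; schedule: compound exposure 3 h, 37 °C; reagent: DiI-labelled HDL at 10 µg/mL final; technique: bottom-read fluorescence, 550/595 nm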
An asterisk follows results filed as active; nt = not tested or not shown.

Screens in order: RTF Ca sens act	Rtt109 HAT inh	MITF act	PvdQ inh	Wnt bcat act	HTR5A ag ctr	CDK5 p35 inh	SR-BI HDL uptake	dFosB activator	SR-BI uptake up
CC(NC(=O)c1cc(=O)[nH]c2ccccc12)c1ccccc1 (stereo not drawn)
→ 5	-10	-7	-13	-15	3	0.4	-23	-9	23
Cc1c(CCOC(=O)c2ccccc2)sc[n+]1CC(=O)c1ccc(Br)cc1
→ -2	8	-8	-16	nt	6	1.2	nt	-3	nt
COc1ccc2c(c1)Cc1sc(NC(C)=O)nc1-2
→ 0	6	75	6	nt	15*	2.7	-11	-13	11
O=C(c1ccc(S(=O)(=O)Cc2ccccc2Cl)c([N+](=O)[O-])c1)N1CCOCC1
→ -1	2	-27	-2	-1	3	2.7	-2	-4	nt
Cc1cc(C)c2[nH]c(C(=O)Nc3ccc(F)cc3Br)cc2c1
→ -5	9	-3	2	4	7	0.8	41	-13	-41
Cc1ccc(-c2nnn(CC(=O)NCC3COCCO3)n2)o1 (stereo not drawn)
→ 2	-6	8	-14	nt	-1	-1.5	-12	2	12
CC(=O)c1c(C)[nH]c(C(=O)NNC(=O)COc2cc(C)ccc2C(C)C)c1C
→ -2	0	-4	-7	-4	0	1.3	23	-7	-23
O=C(Nc1cc2c(cc1C(=O)O)OCCCO2)c1ccc(C(F)(F)F)cc1
→ 0	-5	31	-16	20	-7	0.0	-13	-6	13
Cc1cc(OCC(=O)N2CCC[C@@H]2C(=O)O)c2c(C)c(C)c(=O)oc2c1
→ 1	5	nt	-9	-1	-1	1.1	-23	-3	23
Cc1cc(C)c(S(=O)(=O)NCC(=O)NCc2cc(=O)n(C)c(=O)n2C)c(C)c1
→ 4	-5	3	8	-1	1	-0.3	3	-9	-3
COc1ccc(-n2c(SC3CCOC3=O)nc3ccccc32)cc1 (stereo not drawn)
→ 7	-7	-4	-19	nt	11	1.4	-2	-15	2
O=C(COCC(=O)N1CCOCC1)N1CCOCC1
→ 0	15	-2	1	-5	3	-0.8	-26	2	26
CC(C)c1ccc(NC(=O)C2CC(=O)N=C(N)S2)cc1 (stereo not drawn)
→ -5	10	nt	-10	0	1	-0.2	-8	4	8
COc1ccc(OC)c(/C=C/c2ccnc3ccccc23)c1
→ 1	4	nt	-18	-13	3	0.8	31	-5	-31
CCOC(=O)NC1(NCC(C)C)Oc2ccccc2O1
→ -1	0	-3	-3	-3	1	-1.0	4	1	-4
Cc1oc(-c2ccccc2F)nc1CN1CCC(C(=O)NC2CCCCCCC2)CC1
→ 1	12	-15	8	nt	-3	1.4	-1	-11	1
O=C(COC(=O)c1cc(Br)ccc1O)NNC(=O)c1ccc([N+](=O)[O-])cc1
→ 3	4	-3	-13	-2	-8	0.6	8	-8	-8
CCOC(=O)c1ccc(NC(=O)CC2NCCNC2=O)cc1 (stereo not drawn)
→ -1	-4	7	11	0	2	0.1	-20	-1	20
Cc1ccc2c(CN(C)Cc3ccccc3)cc(=O)oc2c1C
→ 5	-1	66	-12	18	2	0.7	12	-5	-12
Cc1nnc(C)n1/N=C/c1ccc(C(=O)O)cc1
→ 2	4	0	-3	-3	7	0.9	-19	-3	19
O=C(O)C[C@@H](O)C(=O)O
→ 5	-2	1	-11	-6	-1	0.5	-12	-6	17
COc1ccccc1N=Nc1nc(-c2ccccc2)c(-c2ccccc2)[nH]1
→ -5	4	8	-6	nt	-10	2.5	67	-12	-67
CCOC(=O)c1c(-c2ccccc2)oc2ccc(OCC(=O)NNC(=O)CCC(=O)O)cc12
→ 4	11	-16	-12	-3	0	-0.2	12	-17	-12
COc1cc(Cl)c(C)cc1NC(=O)CSc1cc(Cl)ccc1Cl
→ 6	-17	-4	-13	-3	1	-0.5	82*	-6	-82
COc1cc(C(O)P(=O)(OCC(C)C)OCC(C)C)cc(OC)c1OC (stereo not drawn)
→ -3	0	0	2	nt	0	0.2	-2	-9	2
COc1ccc(-c2nnc(SCC(=O)N(C)C3CCS(=O)(=O)C3)n2C(C)C)cc1 (stereo not drawn)
→ -11	-1	3	-4	-3	3	-0.2	-32	0	32
O=C(Cn1cc2c(n1)CCCCC2)NCc1cccs1
→ -3	0	nt	-12	2	-3	-1.1	-19	-7	19
COc1cc2c(C(=O)N3CCOCC3)c(CSc3ccccc3)n(C)c2cc1Br
→ 4	-3	-8	14	-9	1	-3.0	1	4	-1
CCC(=O)Nc1ccc(NC(=O)Cc2ccccc2)cn1
→ -7	-3	0	-6	2	2	0.1	-37	5	37
Cc1cccc2[nH]c(CCNC(=O)C3CCC(=O)N(CCc4cccc(F)c4)C3)nc12 (stereo not drawn)
→ 0	7	0	2	0	-2	0.6	9	-6	-9
COc1ccc(O)c(CN2CCN(CCc3ccccc3)C(CCO)C2)c1 (stereo not drawn)
→ 2	-6	-8	4	-1	0	-0.1	-15	4	15
COc1ccccc1CCC(=O)OCC(=O)Nc1ccc2[nH]c(=O)[nH]c2c1
→ 2	2	12	12	-5	1	1.3	-15	6	15
CCOCCCNC(=O)C1c2ccccc2C(=O)N2CCc3ccccc3C12 (stereo not drawn)
→ -12	2	-10	9	-1	0	-1.1	-17	0	17
O=C(CSc1nnc2c3c4c(sc3ncn12)CCCC4)NCc1ccco1
→ -6	12	-1	-10	0	3	-0.6	-13	2	13
COc1ccc(N2CCN(Cc3nc4c(c(=O)n(C)c(=O)n4C)n3Cc3cccc(C)c3)CC2)cc1
→ 1	12	9	3	-5	0	0.0	13	2	-13
COc1ccc(CC(=O)Nc2ccc(S(=O)(=O)N(C)C)cc2)cc1OC
→ 13	2	0	-11	-7	-2	0.0	15	-6	-15
COCCCNC(=O)c1cc2c(=O)n(C)c3ccccc3c2n1C
→ 5	-6	-6	1	-6	-3	-1.5	4	-17	-4
Cc1ccn(S(=O)(=O)c2ccc(C(C)(C)C)cc2)n1
→ 0	-8	-7	-10	nt	2	1.5	-4	-1	4
CCOC(=O)c1nnsc1NC(C)=O
→ -5	7	-1	-9	-3	-3	-0.9	-17	-1	17
O=C(Nc1ccccc1)c1ccc(-c2ccccc2C(F)(F)F)o1
→ 3	3	79	-10	29	2	0.7	-24	-15	24
O=C(c1ccccc1)N1CCc2[nH]nc(-c3ccccc3)c2C1
→ -3	5	-5	-11	-1	-1	1.8	13	-3	-13
O=C(Nc1cccn(Cc2c(Cl)cccc2Cl)c1=O)c1ccccc1Cl
→ -1	6	7	-8	-4	3	4.5	13	-8	-13
O=C(O)CCCCCCCCc1cn(CN2C(=O)c3ccccc3C2=O)nn1
→ -3	-2	-10	7	2	-4	-1.2	-8	7	8
COc1cc(C(=O)O)ccc1O
→ -4	-6	5	-3	0	8	0.3	-12	2	12
O=C1CN2NC(=S)N(c3ccccc3)C2=CN1c1ccc(Cl)cc1
→ 5	-3	11	-4	-1	3	0.6	4	1	-4
Nc1scc2c(C(=O)O)nn(-c3ccccc3)c(=O)c12
→ 3	-13	0	1	14	-6	-0.4	-15	-4	15
CCOC(=O)c1c(C)[nH]c(C)c1C(=O)COC(=O)/C=C/c1cccc(F)c1
→ -3	-4	0	1	-9	2	0.6	3	-5	-3
COc1ccccc1-c1c(C)nn2c(N3CCC(C(N)=O)CC3)cc(C)nc12
→ 2	-1	-16	-7	-3	-2	1.7	-19	-8	19
O=C(CSc1ccc2ccccc2c1)Nc1ncccn1
→ 11	0	7	-4	4	4	1.4	5	8	-5
COc1c2ccoc2c(OC[C@@H](OC(C)=O)C(C)(C)O)c2oc(=O)ccc12
→ 4	-5	1	-8	0	3	-0.9	-9	-2	9
COc1ccc(CNC(=O)COC(=O)CCCOc2ccc(Cl)cc2Cl)cc1
→ 2	6	-1	23	2	2	0.0	-27	6	27

Entries of single compounds as entered above. Order of screens: RTF Ca sens act	Rtt109 HAT inh	MITF act	PvdQ inh	Wnt bcat act	HTR5A ag ctr	CDK5 p35 inh	SR-BI HDL uptake	dFosB activator	SR-BI uptake up
COc1ccc(N2CCN(Cc3nc4c(c(=O)n(C)c(=O)n4C)n3Cc3cccc(C)c3)CC2)cc1 is entered as 1	12	9	3	-5	0	0.0	13	2	-13
COc1c2ccoc2c(OC[C@@H](OC(C)=O)C(C)(C)O)c2oc(=O)ccc12 is entered as 4	-5	1	-8	0	3	-0.9	-9	-2	9
COc1ccccc1-c1c(C)nn2c(N3CCC(C(N)=O)CC3)cc(C)nc12 is entered as 2	-1	-16	-7	-3	-2	1.7	-19	-8	19
COCCCNC(=O)c1cc2c(=O)n(C)c3ccccc3c2n1C is entered as 5	-6	-6	1	-6	-3	-1.5	4	-17	-4
O=C(COC(=O)c1cc(Br)ccc1O)NNC(=O)c1ccc([N+](=O)[O-])cc1 is entered as 3	4	-3	-13	-2	-8	0.6	8	-8	-8

Assay outcomes (PubChem)
